IL-2 act: activators of IL-2 | IL-2 activation reporter assay, cell-based qHTS; stimulated with anti-CD3/CD4/CD28 beads; in transgenic mouse T cells | activation, % (series mostly up to about 46 µM) | hit rate 0.065% among 360,000 | AID 652025; in the data active = activation above about 50%; inconclusive = mostly about 30% to 49%; also: 0% is about no effect
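First, unstimulated transgenic mouse T cells were exposed to compound for 60 min. Next, anti-CD3/anti-CD4-coated beads with anti-CD28 were added. Finally, after 18 h at 37 degrees C, EGFP and DsRed were imaged.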
EPAC1 agonist: activates human EPAC1 exchange factor | O95398 | EPAC1 agonist qHTS, biochemical assay; response scale: 100% = response to 6.5 mM cAMP | Potency, µM (titrated, usually from 154 µM), inactives show top-dose activation, most hits filed as activators | hit rate 0.073% among 360,000 | AID 720707; also: potency is read from the fitted curve at half-maximal effect; nearly all actives have a fitted effect of over 60% in size
Target sequence (O95398 whole entry, looked up): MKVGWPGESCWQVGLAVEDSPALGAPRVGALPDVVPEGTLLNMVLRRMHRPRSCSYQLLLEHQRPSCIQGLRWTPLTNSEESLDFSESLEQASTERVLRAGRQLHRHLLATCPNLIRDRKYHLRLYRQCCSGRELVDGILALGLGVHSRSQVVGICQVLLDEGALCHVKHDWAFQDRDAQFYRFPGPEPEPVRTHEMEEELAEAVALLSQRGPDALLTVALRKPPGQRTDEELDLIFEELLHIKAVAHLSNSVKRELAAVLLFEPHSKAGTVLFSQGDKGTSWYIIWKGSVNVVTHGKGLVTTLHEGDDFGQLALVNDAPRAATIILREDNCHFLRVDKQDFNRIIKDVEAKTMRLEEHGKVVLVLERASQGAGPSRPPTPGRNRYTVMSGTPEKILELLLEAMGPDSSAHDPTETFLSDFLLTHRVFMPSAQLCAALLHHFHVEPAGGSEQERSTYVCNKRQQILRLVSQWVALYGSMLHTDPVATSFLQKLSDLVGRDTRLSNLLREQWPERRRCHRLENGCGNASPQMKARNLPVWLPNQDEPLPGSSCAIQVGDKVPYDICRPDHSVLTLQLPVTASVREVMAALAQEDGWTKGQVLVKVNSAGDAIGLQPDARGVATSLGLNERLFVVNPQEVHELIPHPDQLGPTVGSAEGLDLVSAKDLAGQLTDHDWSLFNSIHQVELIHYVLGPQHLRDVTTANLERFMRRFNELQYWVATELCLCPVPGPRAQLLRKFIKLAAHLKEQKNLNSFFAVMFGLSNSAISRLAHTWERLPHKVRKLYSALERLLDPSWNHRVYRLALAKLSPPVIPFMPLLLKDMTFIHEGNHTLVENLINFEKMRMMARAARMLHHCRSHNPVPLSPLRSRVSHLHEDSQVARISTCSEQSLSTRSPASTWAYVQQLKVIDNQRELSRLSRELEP
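Compounds were pinned as a concentration titration into mixtures of EPAC1 (100 nM), BODIPY-GDP-loaded Rap1B (250 nM) and GDP (50 uM). After 5 min at room temperature, fluorescence was followed for 30 min; activity was scaled to 6.5 mM cAMP.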
WRN inhibitor: inhibitors of human WRN helicase | Q14191 | WRN helicase unwinding, fluorescent forked duplex, kinetic | Potency, µM (top dose mostly 114 µM), inactives show top-dose activity change, negative = inhibition, most hits filed as inhibitors | hit rate 0.46% among 360,000; also: potency is read from the fitted curve at half-maximal effect; % is scaled to controls: 0 for no effect and ±100 for the full control effect; nearly all actives have a fitted effect of over 55% in size
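WRN at 20 nM final was preincubated with compound for 15 min at room temperature; reaction started with 100 nM forked duplex oligonucleotide carrying fluorophore and quencher plus 2 mM ATP (final). Unwinding followed kinetically by red fluorescence (ex 525/em 598 nm).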
aSyn rescue: alpha-synuclein toxicity inhibition in yeast | Yeast expressing alpha-synuclein, growth rescue, BacTiter-Glo, 24 h | Potency, µM (titrated, usually from 46.1 µM), for inactives: at the top dose growth rescue (activation), actives largely listed as activators | hit rate 0.14% among 370,000 | AID 652106; also: potency is read from the fitted curve at half-maximal effect; % of control where 0% means no effect; nearly all actives have a fitted effect of over 65% in size
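Rescue of yeast growth: cells expressing toxic alpha-synuclein, induced in galactose at OD600 0.02, incubated with compound 24 h at 30 C. ATP luminescence quantified growth; inhibitors of toxicity appear as activators.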
EPAC1 antag: blocks human EPAC1 exchange factor | EPAC1 GEF assay, Rap1b-BODIPY-GDP exchange fluorescence | Potency, µM (titrated, usually from 115 µM), for the others: top-dose activity change, negative = inhibition, most hits filed as inhibitors | hit rate 0.14% among 360,000;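 also: potency is read from the fitted curve at half-maximal effect; plate controls were vehicle for no effect and positive control for full effect; nearly all actives have a fitted effect of over 50% in size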
PI5P4Ka inh: PI5P4K alpha (human) kinase inhibition; P48426; PI5P4Kalpha enzyme, ADP-Glo luminescence, 60 min; stronger effect = lower value; max response, %; hit rate 1.2% among 330,000; AID 652105; active = max response of -50% or lower; inconclusive = between -30% and -50%; inactive = -30% or higher; also: value at the top dose of about 77 µM; % is scaled to controls: 0 for no effect and ±100 for the full control effect
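PI5P4Kalpha ADP-Glo assay; 5 microM ATP final; 60 min RT reaction; HEPES pH 7.4/EGTA/CHAPS, 5% DMSO; controls lacking substrate or enzyme; luminescent end-point.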
PLK1 PBD block: PLK1 (human) polo-box domain binding inhibition. hit rate 2.8% among 360,000. Plk1 PBD binding of FITC phosphopeptide, fluorescence polarization. Potency, µM, for inactives: max response, negative = inhibition, most hits filed as inhibitors. P53350; also: potency is read from the fitted curve at half-maximal effect; series mostly up to about 57 µM; % is scaled to controls: 0 for no effect and ±100 for the full control effect; nearly all actives have a fitted effect of over 65% in size
Abeta rescue: restores growth of yeast expressing A-beta42 peptide; yeast expressing A-beta42, growth rescue, OD600, 48 h; response scale: 0% DMSO, 100% iron-clioquinol control; Potency, µM (top dose mostly 46.1 µM), without a hit: top-dose growth rescue, most hits filed as activators; hit rate 0.063% among 410,000; also: potency is read from the fitted curve at half-maximal effect; nearly all actives have a fitted effect of over 55% in size
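Yeast growth medium received pinned compounds, then yeast cells expressing toxic A-beta were added; plates incubated at 30 C for 48 hr. Growth read as absorbance at 600 nm, normalized to DMSO and equimolar FeCl3 plus clioquinol controls.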
FUS yeast rescue: FUS proteinopathy suppression in yeast. S. cerevisiae FUS-expressing, growth rescue, OD600, 24 h. Potency, µM (doses to about 76.6 µM), for the others: at the top dose growth rescue (activation), hits mostly activators. hit rate 0.24% among 390,000. AID 1347120;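 also: potency is read from the fitted curve at half-maximal effect; plate controls were DMSO vehicle for no effect and reference control for full effect; nearly all actives have a fitted effect of over 55% in size; some results filed as inactive show a strong effect at the top dose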
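Restored growth of FUS-toxic S. cerevisiae, read as 600 nm absorbance after 24 h at 30C in galactose medium (starting OD 0.005). Controls CP55940 and DMSO.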
* hit, by the source's call; ? = inconclusive; nt = not tested or not shown; [ ] = dose if it differs, or a comment. Unless noted, calls follow the shape of the dose curve; as a rule, active = well fitted curve in the direction sought with a large enough effect; inconclusive = small, poorly fitted or top-dose-only effect, or another doubt; inactive = no such curve, though single readings can be large; an effect the other way counts as inactive or inconclusive.

smiles	WRN inhibitor	Abeta rescue	PI5P4Ka inh	EPAC1 agonist	EPAC1 antag	FUS yeast rescue	PLK1 PBD block	IL-2 act	aSyn rescue
CC(C)(c1ccccc1)c1ccc(OCc2ccc(C(=O)O)o2)cc1	-6%	-12%	0	-4%	-9%	10%	?	-1.9	1%
N#Cc1c(-c2ccc(F)cc2)cc(C2CC2)nc1SCC(=O)c1cccs1	-8%	?	5	18%	-4%	nt	-6%	0.1	2%
COc1cc(C(=O)N2CCN(S(=O)(=O)c3ccc(Cl)cc3)CC2)ccc1OCC(=O)N1CCOCC1	0%	5%	-3	-1%	20%	7%	-3%	6.4	2%
O=[N+]([O-])c1ccc(OCCO)nc1	4%	8%	5	11%	-13%	7%	-11%	-0.6	-1%
CCCNC(=O)N1CCN(S(=O)(=O)c2ccc(C)cc2)CC1	1%	4%	1	-4%	10%	6%	0%	-2.8	2%
COc1ccc2c(COC(=O)[C@@H]3CCCN3S(=O)(=O)c3ccc(Cl)cc3)cc(=O)oc2c1	-4%[11.6 µM]	-4%	-21	-5%	4%	?	1%	-0.8	7%
CC(C)(C)c1cc(NC(=O)C2CCCO2)no1 (stereo unspecified)	7%	8%	nt	4%	7%	18%	1%	-1.6	-9%
Cc1ccc(-n2nnc3c(=O)n(CC(=O)N4CCOCC4)cnc32)cc1	11%	-8%	5	-10%	12%	-16%	-6%	-1.8	-5%
CCOC(=O)N1CCC(NC(=O)C2CCCN2C(=O)OCc2ccccc2)CC1 (stereo unspecified)	-13%	-12%[9.22 µM]	-6	8%	-9%	-29%	-7%	5.3	-1%
OCC1CCCC(n2cnc3c(=S)nc[nH]c32)O1 (stereo unspecified)	9%	-16%	-2	8%	4%	8%	-10%	-0.1	6%
O=C(NCc1ccccc1)C1CCCN(S(=O)(=O)c2cccnc2)C1 (stereo unspecified)	-17%	?	3	-10%	6%	17%	-3%	-0.1	-5%
O=c1[nH]nc(N/N=C/c2ccc(Cl)cc2Cl)c(=O)[nH]1	-4%	19%	-26	3%	-3%	15%	24µM*	-3.6	-1%
Cc1ncc(CN2CCCC(C(=O)Nc3ccc(-c4cccc(F)c4)cc3)C2)cn1 (stereo unspecified)	-3%	-12%	1	-7%	?	14%	3%	2.0	4%
Cc1cccc(CSc2nnc(-c3ccco3)n2C)c1	-5%	-12%	-4	4%	4%	19%	-11%	5.5	-3%
CC(C)C[C@H](NC(=O)[C@@H]1Cc2ccccc2CN1)C(=O)Nc1ccc(C(C)C)cc1	-12%	11%	6	8%	?	18%	-9%	-3.1	0%
Cc1ccc(C(=O)NCCN2CCC(n3c(=O)[nH]c4ccccc43)CC2)cc1	-3%	-10%	-1	-11%	6%	-2%	-4%	0.4	11%
CCOc1ccc(N(CC(=O)N2CCN(C(=O)CN(c3ccc(OCC)cc3)S(C)(=O)=O)CC2)S(C)(=O)=O)cc1	7%	5%	6	-22%	7%	-3%	4%	-0.4	0%
Nc1cc(S(=O)(=O)Nc2ccc(Br)cc2)ccc1Cl	-7%	?	20	5%	-1%	15%	2%	0.3	6%
COc1ccc(-n2c(SCC(=O)Nc3cccc(C(=O)O)c3)nnc2-c2ccco2)cc1	-3%	-3%	-28	-5%	3%	27%	?	-0.9	-7%
Cn1c(-c2ccc(Cl)cc2)cnc1NCc1cc2c(cc1[N+](=O)[O-])OCO2	-13%	9%	-8	10%	8%	nt	5%	-3.7	13%
c1ccc2sc(NN=C3CCCCCC3)nc2c1	-2%	-7%	-7	5%	-17%	25%	0%	-0.3	-7%
COc1ccc(/C(O)=C2/C(=O)C(=O)N(c3ncccn3)C2c2ccc(OC)cc2)cc1 (stereo unspecified)	7%	-5%	-8	4%	2%	3%	1%	-0.2	?
C[n+]1cn(CC(O)COCc2ccccc2)c2ccccc21 (stereo unspecified)	-3%	6%	-1	8%	-25%	nt	-5%	-0.5	-6%
Cc1cccc(NS(=O)(=O)c2ccc(C(=O)NCC(c3ccco3)N3CCCCC3)cc2)c1C (stereo unspecified)	-16%	20%	0	-2%	-4%	14%	0%	-0.8	8%
Cc1ccc(S(=O)(=O)N(CC(=O)N2CCOCC2)c2ccc(Br)cc2)cc1	1%	7%	3	-1%	-12%	14%	-6%	2.3	6%
Cc1ccc(CNC(=O)C2CCCN(S(=O)(=O)c3c(C)n[nH]c3C)C2)cc1 (stereo unspecified)	-18%	-14%	nt	2%	15%	17%	-19%	-2.5	-1%
O=C(COc1ccccc1)N(Cc1nnc(-c2ccccc2Cl)o1)C1CC1	2%	2%	-6	2%	1%	27%	-10%	-0.2	1%
O=C(Nc1cc2c3c(c1)CC(=O)N3CCC2)c1c(F)cccc1F	-13%	-5%	-2	?	-8%	4%	9%	-0.2	-1%
CCCc1cc(=O)c2c(O)cccc2o1	-7%	5%	7	-6%	-4%	-23%	4%	0.1	0%
CCc1nc2ccccc2c(C(=O)OCC(=O)NC2CC2)c1C	-3%	7%	0	5%	1%	-13%	0%	0.9	1%
O=C(NNC(=O)C12CC3CC(CC(C3)C1)C2)c1cnccn1	-9%	22%	1	-1%	-3%	nt	-3%	-2.1	6%
CCCC1Cc2c(sc3ncnc(N)c23)CO1 (stereo unspecified)	-10%	-7%	-20	-10%	4%	10%	-10%	-1.1	2%
CC(C)(C)C(=O)CNS(=O)(=O)c1ccc(S(=O)(=O)NC2CC2)cc1	1%	10%	4	17%	7%	-7%	-8%	0.2	-4%
CN1/C(=C\C(=O)COC(=O)Cn2nnc(-c3ccccc3)n2)C(C)(C)c2ccccc21	50µM*	0%	10	28%	-26%	?	-1%	-2.1	-2%
NC1=NC(=O)/C(=C/c2ccsc2)S1	-5%	9%	-13	8%	-2%	-1%	0%	-3.0	2%
CC1(C)CC(=O)c2cnc3nc4ccccc4n3c2C1	-3%	7%	7	-4%	-4%	-7%	-1%	0.6	-5%
Cc1ccc2nc(N3CCN(C)CC3)c(C#N)cc2c1	-13%	-17%	11	-3%	11%	10%	-6%	-1.4	-6%
CCOCCCNC(c1ccccc1)c1ccncc1 (stereo unspecified)	9%	5%	3	-3%	-2%	-10%	2%	-0.2	6%
C[C@@H]1CCCCO[C@H](CN(C)C(=O)Nc2ccc(F)cc2)[C@@H](C)CN([C@H](C)CO)C(=O)c2cc(NC(=O)c3ccccc3)ccc2O1	-7%	-7%	-2	-16%	-21%	?	-10%	-2.9	0%
Nc1nc(-c2cc(-c3ccccc3)no2)cs1	2%	-72%[inhibitor]	2	-1%	-9%	-16%	-11%	0.4	-49%[inhibitor]
COc1ccc2nc(NC(=O)CSc3nccc(C)n3)sc2c1	3%	7%	nt	4%	-17%	22%	-6%	-0.8	5%
O=C(NC1CCCCCC1)C(Cc1ccccc1)n1cccc1 (stereo unspecified)	-2%	14%	-5	-1%	-6%	-4%	4%	-1.3	-1%
Cc1cccc(N(C(=O)Cn2nnc(-c3ccccc3F)n2)C(C(=O)NC(C)(C)C)c2ccncc2)c1 (stereo unspecified)	2%	-1%	-2	-2%	-1%	0%	-6%	-3.3	0%
Cc1ccsc1C(=O)NCc1ccccc1Cl	-3%	0%	4	6%	3%	4%	-6%	1.8	1%
CC(C)C[C@H]1COc2cccc(N(C)CCO)c2S(=O)(=O)N1	-7%	-11%	3	4%	-6%	-9%	2%	1.0	9%
CC(=O)OC[C@@H]1CN(Cc2ccccc2)C[C@H](n2cnc3c(NCc4ccco4)ncnc32)O1	8%	3%	-7	-4%	0%	12%	1%	0.2	3%
S=C(Nc1ccc(OCc2ccccc2)cc1)Nc1cccc(Cl)c1Cl	-1%	23%	-7	2%	-6%	nt	-10%	-0.9	-1%
CCc1ccc(NC(=O)N2CCN(C(=O)C3CCCO3)CC2)cc1 (stereo unspecified)	-4%	13%	-6	-2%	8%	-2%	1%	1.4	-1%
Cc1ccc(-n2nc3c(c2NC(=O)c2ccc(S(=O)(=O)N4CCOCC4)cc2)CSC3)c(C)c1	-19%	2%	nt	4%	2%	19%	-1%	1.5	1%
O=C(NCc1ccccn1)C1CCN(S(=O)(=O)c2ccccc2)CC1	-7%	11%	1	-10%	-5%	-4%	0%	-0.3	0%
COc1ccc(OC)c(S(=O)(=O)N2CCC(C(=O)Nc3cccc(C)c3C)CC2)c1	0%	17%	3	3%	-4%	-2%	-2%	-2.2	3%

Assay outcomes as filed in PubChem BioAssay.
